PP1 counter = blocks human PP1-alpha phosphatase, a PP5 counter-screen. P62136. purified PP1alpha, OMFP fluorescence. inhibition, % at 6.7 µM. actives 0.9% (n = 320,000);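 active means inhibition above the mean inhibition of all tested compounds plus 3 SD, computed separately for each screening campaign, cut at about 15% in these data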
GRK2 inh = human GRK2 inhibition via aptamer displacement; P25098; inhibition of aptamer binding, % at 10 µM; actives 0.59% (n = 330,000); AID 488847; bead flow cytometry, FAM-aptamer displacement from GRK2;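 active means inhibition of aptamer binding above 40%, roughly 3 SD of noise, on plates passing a quality check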;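 further: median bead fluorescence of bound FAM aptamer so fluorescent compounds give negative values; no value below 0 was filed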
proCasp3 act = activators of human procaspase-3. recombinant procaspase-3 D3A, Ac-DEVD-pNA absorbance 405 nm. activation, % at 8.5 µM. actives 0.11% (n = 330,000);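 active means activation above the mean of all tested compounds plus 3 SD, cut at about 21% in these data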;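 further: 0% = DMSO alone and 100% = DMSO wells spiked with extra 5 µM PC-3 D3A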
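Assay system – Procaspase-3 D3A mutant · Benchmarks – DMSO low control, extra-enzyme high control · Technique – 405 nm absorbance of p-nitroaniline, reads at 0 and 120 min · Doses – 8.5 µM nominal · Measure – % activation between DMSO and enzyme-spiked controls · Also added – Ac-DEVD-pNA chromogenic peptide substrate · Schedule – 1 h compound preincubation, 2 h substrate hydrolysis at 25 °C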
PP5 primary = blocks human protein phosphatase 5 activity. P53041. inhibition, % at 6.7 µM. actives 0.18% (n = 320,000). purified PP5c, OMFP substrate fluorescence;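 active means inhibition above the campaign's mean inhibition across all tested compounds plus 3 SD, cut at about 9.5% in these data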;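 further: 0% = DMSO only and 100% = 100 µM cantharidin control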
procasp7 counter = counter-screen: procaspase-7 (human) activation; P55210; recombinant procaspase-7, Ac-DEVD-pNA absorbance 405 nm; D23A/D198A/D206A triple mutant, cannot self-cleave; scale: DMSO 0, 5 µM enzyme 100; activation, % at 8.5 µM; actives 0.093% (n = 330,000); AID 463210;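 active means percent activation above the screen-wide mean plus 3 SD, cut at about 25% in these data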
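signal = Epi-absorbance of released pNA at 405 nm, two timepoints | assay system = Uncleavable procaspase-7 mutant enzyme | reagent = Ac-DEVD-pNA substrate, 400 µM as added | times = 1 h enzyme–compound preincubation and 2 h substrate reaction, both 25 °C | benchmarks = low DMSO alone, high DMSO plus 5 µM PC-7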
HCV core dimer = blocks dimerization of HCV core protein. actives 0.33% (n = 300,000). TR-FRET GST/Flag-core106 dimerization, 1536-well. inhibition, % at 5 µM;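 active means inhibition above the mean of all tested compounds plus 3 SD, set per screening campaign, cut at about 45% in these data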
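Material: GST/Flag-tagged HCV core106 proteins. Incubation: 4 h, 22.5 °C incubation. Read-out basis: inhibition (%) from 671 over 617 nm ratio. Measured by: TR-FRET, excitation 340 nm, emission 617 and 671 nm.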
VLA-4 inh = inhibition in a human VLA-4 binding assay. AID 2557. actives 0.2% (n = 330,000). P13612. inhibition, % (about 7 µM as worked out from the volumes in the protocol). VLA-4 expressing cells, ligand binding flow cytometry; in the data active means inhibition above about 50%
Target sequence (P13612 whole entry, looked up): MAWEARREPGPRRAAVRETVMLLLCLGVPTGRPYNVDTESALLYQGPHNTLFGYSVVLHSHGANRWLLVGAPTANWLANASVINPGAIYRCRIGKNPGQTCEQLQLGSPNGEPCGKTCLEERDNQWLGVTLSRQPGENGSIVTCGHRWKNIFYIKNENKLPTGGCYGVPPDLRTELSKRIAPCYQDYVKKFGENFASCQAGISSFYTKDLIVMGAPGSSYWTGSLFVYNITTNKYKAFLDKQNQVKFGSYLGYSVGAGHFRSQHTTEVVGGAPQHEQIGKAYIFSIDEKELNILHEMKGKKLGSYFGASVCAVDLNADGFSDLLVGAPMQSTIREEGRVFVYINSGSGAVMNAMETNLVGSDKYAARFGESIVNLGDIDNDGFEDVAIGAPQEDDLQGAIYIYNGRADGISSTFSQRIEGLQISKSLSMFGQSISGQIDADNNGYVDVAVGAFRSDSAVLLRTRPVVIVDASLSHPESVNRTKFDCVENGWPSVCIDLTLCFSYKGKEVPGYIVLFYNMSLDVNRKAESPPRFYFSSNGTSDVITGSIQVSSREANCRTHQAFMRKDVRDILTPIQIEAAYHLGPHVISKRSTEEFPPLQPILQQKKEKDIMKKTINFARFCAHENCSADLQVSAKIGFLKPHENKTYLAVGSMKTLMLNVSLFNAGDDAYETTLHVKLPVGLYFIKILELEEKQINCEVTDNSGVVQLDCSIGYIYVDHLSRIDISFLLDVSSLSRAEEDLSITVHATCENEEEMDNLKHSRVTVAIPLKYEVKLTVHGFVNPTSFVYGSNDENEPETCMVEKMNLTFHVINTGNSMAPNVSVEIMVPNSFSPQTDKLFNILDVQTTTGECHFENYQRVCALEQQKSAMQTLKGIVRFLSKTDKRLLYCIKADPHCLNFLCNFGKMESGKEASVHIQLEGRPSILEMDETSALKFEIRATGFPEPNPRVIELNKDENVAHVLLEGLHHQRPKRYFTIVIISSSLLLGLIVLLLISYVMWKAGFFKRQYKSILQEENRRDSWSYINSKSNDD
CTSL1 counter = cathepsin L1 inhibition, PFM18AAP counter-screen. actives 0.49% (n = 300,000). AID 1906. recombinant F. hepatica cathepsin L1, Z-Leu-Arg-MCA fluorescence. inhibition, % at 5.96 µM;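 active means inhibition above the mean of all tested compounds plus 3 SD, set per screening campaign, cut at about 17% in these data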;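 further: 0% = plate median of test compound wells and 100% = 1 µM Z-Phe-Ala-diazomethylketone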
GASC-1 inh = blocks human GASC-1 demethylase activity | Q9H3R0 | AID 2099 | actives 0.069% (n = 330,000) | GST-JMJD2C(1-420) H3K9me3 demethylation, DELFIA europium | inhibition, % at 2.35 µM;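 active means more than half of a compound's replicate wells show inhibition beyond 50%, single wells judged on their own value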;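 further: signal counts dimethyl H3K9 product captured on neutravidin plate; 0% = median of DMSO wells and 100% = 0.3 times that DMSO median; strong numbers were not always called active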
Numbers without * were called inactive; . = no result given; & = joins results of further samples.

Sequence of screens – PP1 counter	GRK2 inh	proCasp3 act	PP5 primary	procasp7 counter	HCV core dimer	VLA-4 inh	CTSL1 counter	GASC-1 inh
CC1CCCCC1NC(=O)CCS(=O)(=O)c1ccc2c(c1)NC(=O)CO2 (centres undefined)
  5	3	3	-0.2	-5	-4	11	-1	-41
c1ccc(-c2nc3cnccn3c2Nc2ccc3c(c2)OCCO3)cc1
  4	0	7	3.9	8	-18	4	-2	3
CCOC(=O)N1CCN(C(=O)CSC2=NS(=O)(=O)c3cc(F)ccc3N2)CC1
  -7	1	-9	-0.3	-2	4	1	2	-2
CCC12CN3CC(CC)(CN(C1)C3c1ccc([N+](=O)[O-])o1)C2=O (centres undefined)
  3	0	0	2.8	2	1	1	0	21
N#Cc1cccc(NC(=O)CCc2ccc(S(=O)(=O)N3CCOCC3)cc2)c1
  .	1	8	.	13	.	11	.	3
CC(C)C(=O)Nc1cccc(C(=O)Nc2ccc(S(=O)(=O)Nc3nccs3)cc2)c1
  -8	0	2	1.4	0	4	49	-5	-2
CCCn1c(=O)c(C#N)cn(C2CC2)c1=O
  -5	1	8	0.5	-1	-1	5	0	7
O=S(=O)(CCN1C=CC(C(F)(F)F)=NCC1)c1ccc(Cl)cc1Cl
  -2	0	12	2.5	0	-3	29	-5	-2
CC1=NN(c2nc(-c3ccccc3)cs2)C(=O)C1N=Nc1ccccc1 (centres undefined)
  -4	2	-2	0.0	-1	-4	-2	4	23
CC1=CC2=NC(=O)/C(=C\c3ccc(-c4cccc(Cl)c4)o3)C(=N)N2O1
  5	0	-4	-2.0	-3	11	5	4	-1
Cn1c(SCC(=O)O)nnc1C1CCCCC1
  -4	1	0	0.0	9	-2	-4	3	6
CCOc1ccccc1CNc1nnnn1C
  -3	0	1	1.6	5	-2	-2	-1	-16
COc1ccc(C(=O)OC(C)CN2CCN(C)CC2)cc1OC (centres undefined)
  -1	2	-3	3.7	-5	-2	-4	-3	-7
Cc1[nH]n(-c2ccccc2)c(=O)c1/C=N/NC(=O)c1cccc(F)c1
  3	1	-25	1.6	-23	-11	7	2	12
C=CCNC(=O)c1cc2c(=O)n3ccccc3nc2s1
  5	0	3	2.4	3	2	18	5	51

The closing two compounds of the section above come first, to join the parts:
Sequence of screens – PP1 counter	GRK2 inh	proCasp3 act	PP5 primary	procasp7 counter	HCV core dimer	VLA-4 inh	CTSL1 counter	GASC-1 inh
Cc1[nH]n(-c2ccccc2)c(=O)c1/C=N/NC(=O)c1cccc(F)c1
  3	1	-25	1.6	-23	-11	7	2	12
C=CCNC(=O)c1cc2c(=O)n3ccccc3nc2s1
  5	0	3	2.4	3	2	18	5	51
COc1cccc(CNC(=O)CN(C)S(=O)(=O)c2cnc[nH]2)c1
  0	0	-5	1.9	12	11	14	-4	-5
O=C(O)c1c2c(nc3ccc(Cl)cc13)CCC2
  1	22	2	-0.1	3	-1	9	-2	24
O=C(COc1ccccc1)Nc1ccc(S(=O)(=O)Nc2ncccn2)cc1
  -6	1	-6	-4.0	-2	2	-12	2	10
O=C1CC(=C(c2ccccc2)c2ccccc2)C(=O)N1CCCCN1CCN(c2cccc(Cl)c2)CC1
  25*	0	0	4.6	-7	9	-10	4	-8
CCCCc1ccc(S(=O)(=O)NCCc2ccncc2)cc1
  -2	0	7	1.6	-3	-14	18	5	-7
CN(C)/C=C/C(=O)C(F)(F)F
  0	2	11	-0.4	5	-2	6	1	3
NC(=O)c1ccc(OCC(F)(F)F)nc1
  -2	0	8	-2.5	-2	1	0	-1	2
C/C(=N\NC(=O)CNc1cccc(C)c1)c1ccc(Br)s1
  2	0	2	5.5	-2	11	20	6	9
CCNC(=S)Nc1c(C)n(C)n(-c2ccccc2)c1=O
  -1	0	-4	1.4	14	-2	-3	-4	-6
CN(C)S(=O)(=O)c1ccc(NC(=O)c2cc(F)c(F)cc2Cl)cc1
  -3	4	-14	2.6	-3	6	10	-2	4
CCCc1cc(=O)[nH]c(SCC(=O)Nc2ccc(C)cc2)n1
  -3	0	5	-0.7	4	3	0	-2	-5
O=C(NC1CCCCCCC1)c1ccccc1O
  -2	1	-5	0.2	1	3	-6	1	16
O=C(Cn1cnc2c(nnn2-c2ccccc2)c1=O)NCc1ccc(F)cc1
  1	0	-2	3.9	3	-13	0	-1	28
O=C(COC(=O)c1ccccc1[N+](=O)[O-])NNC(=O)c1cccs1
  -2	0	9	1.9	5	-5	21	-38	1
CCN(CC)c1ccc(/C=C2\NC(=O)NC2=O)cc1
  1	0	-19	3.0	-27	-44	-7	4	2
CC1(NC(=O)Cc2csc(-c3ccc(Cl)cc3)n2)CCS(=O)(=O)C1 (centres undefined)
  .	2	2	.	-4	.	-2	.	1
Cc1cc(C)c(OCC(O)CNC(C)(C)C)c(C)c1 (centres undefined)
  5	0	1	0.4	-2	-5	1	-1	-8
Cc1cc(=O)n2[nH]cnc2n1
  2	0	-2	3.0	2	-8	36	-1	0
COc1ccc2[nH]c(C)c(CCNC(=S)Nc3cc(C)ccc3C)c2c1
  -1	24	12	1.5	0	0	-12	-1	5
Cc1ccc(S(=O)(=O)CCC(=O)OCC(=O)Nc2cc(C)on2)cc1
  1	0	3	0.1	-15	6	3	-68	-28
O=C(c1cc(-c2cccc(Cl)c2)on1)N1CCCC1
  -4	3	4	-1.0	4	12	4	-2	-18
Cc1cccc(N/N=C(\C(N)=O)C2=NC(C)(C)Cc3ccccc32)c1
  1	0	4	4.8	-5	-4	-3	-30	-2
C=C[C@@H]1c2cccc(C)c2N(S(=O)(=O)c2ccc(C)cc2)[C@H](c2ccc(OC(C)=O)cc2)C1(C#N)C#N
  .	4	-1	.	9	.	-7	.	3
CCc1nnc(NC(=O)CSc2nnc(CCc3nc4ccccc4[nH]3)n2C)s1
  -2	4	-5	-1.1	0	9	4	-2	-6
Cc1cc(SCC(=O)O)nc2ccccc12
  -2&-1	0&2	2&3	0.4&1.2	6&-3	0&1	9&12	5&2	10&5
CN(C)c1ccc(C(=O)C(O)c2ccc(C(C)(C)C)cc2)cc1 (centres undefined)
  -2	0	6	1.9	2	9	1	4	3
Cc1cc(NC(=O)CCC(=O)N(c2ccccc2)C(C(=O)NC2CCCC2)c2ccc(F)cc2)no1 (centres undefined)
  -1	0	-2	0.5	-2	4	3	-13	7
Cc1cc(C(=O)NNC(=O)[C@H](C)NC(=O)c2ccc(Br)cc2)c(C)o1
  .	0	7	.	9	.	0	.	-3
CN1CCNC(=O)C1CC(=O)NCCC1=CCCCC1 (centres undefined)
  -2	0	6	-3.5	11	2	7	-1	7
Cc1ccc(CCNC(=O)C2CCC(CNc3c(N4CCC(C)CC4)c(=O)c3=O)CC2)cc1 (centres undefined)
  -3	0	9	-0.1	5	0	4	-1	-3
O=C(COc1ccc(Cl)cc1Cl)NC(=S)N1CCCc2ccccc21
  1	7	-7	3.2	-3	14	11	-1	-1
Cc1cc(SCC(=O)NCCCN2CCCC2=O)nc2ccccc12
  -3	3	1	3.3	8	.	0	.	-13
Cc1nnc(SCC(=O)NCc2cccs2)n1-c1ccccc1
  -1	4	2	0.0	6	1	2	-3	10
Cc1noc(C)c1COc1ccccc1C(=O)N(C)CC(=O)Nc1ccc(Cl)c(Cl)c1
  -2	0	5	2.4	3	-5	0	4	-2
Cc1cc(C(=O)NCc2ccccc2)c(=O)[nH]c1C
  -1	2	-3	-1.0	0	1	10	6	-2
O=C1CCCc2nc(N3CCN(Cc4ccccc4)CC3)ncc21
  -5	0	2	0.0	7	0	22	-2	0
Cc1oncc1-c1csc(-c2ccccc2Cl)n1
  3	1	2	0.8	2	-2	13	1	28
O=C(NCc1ccccn1)c1ccc(Cl)c(S(=O)(=O)Nc2ccccc2C(=O)NCc2ccccn2)c1
  -2	3	-11	0.6	-7	4	-16	-3	-8
O=C1CCC(C(=O)N2CCC(CO)(Cc3ccc(Cl)cc3)CC2)=NN1
  -2	1	2	1.5	8	-1	1	-8	3
O=C(Nc1ccc(S(=O)(=O)Nc2ncccn2)cc1)c1ccc(N2CCCC2=O)cc1
  -1	0	-2	-0.9	-2	9	13	2	-3
COC(=O)c1ccccc1NC(=O)CSc1ccc(C)cc1
  -3	1	3	2.5	-4	5	34	1	-10
C=CCn1c(SCC(=O)NCCc2ccccc2)nc2c([nH]c3ccccc32)c1=O
  -4	0	6	0.1	-1	5	11	-1	-2
CN(C1CCCCC1)S(=O)(=O)c1ccc(NC(=O)Cn2nc(-c3ccc(F)cc3)ccc2=O)cc1
  3	0	-5	2.4	-2	28	3	1	-1
CCS(=O)(=O)c1ccc2c(c1)N(S(=O)(=O)c1ccc(OC)cc1)CC(C(=O)O)O2 (centres undefined)
  -4	5	-1	0.9	4	2	3	-2	13
CCc1ccccc1NC(=S)N(CCCN1CCN(C)CC1)Cc1cccs1
  -5	5	0	-2.9	-5	3	15	4	2
COc1ccc(OC)c(/C=N/Nc2nncn2/N=C/c2cc(OC)ccc2OC)c1
  -2	0	-21	0.3	0	-4	-2	4	-7
Cc1ccc(N=C2C(=O)Nc3ccc(C)c(Br)c32)cc1
  0	0	1	-2.7	-3	-4	-18	-3	30
CN1CCN(C(=S)Nc2ccccc2Cl)CC1
  -3	0	-11	0.6	-14	-5	-1	-2	2
CN1CCN(C(=O)c2ccc(CS(=O)(=O)c3c(Cl)cccc3Cl)o2)CC1
  -1	0	7	-0.8	-3	4	10	0	5
NC(=O)NC(Cc1ccccc1)C(=O)NCC1(N2CCCCC2)CCCCC1 (centres undefined)
  -3	0	9	-1.4	8	7	1	-1	2
CC(C)OC(=O)CC12CN3CN(C1)CC(CC(=O)OC(C)C)(C3)C2=O
  2	0	2	-0.1	5	-7	11	0	-6
O=C(/C=C/c1cccs1)c1ccc(Br)cc1
  -2	4	5	3.4	7	3	5	-4	-3
CC1(C)CC(=O)C=C(NCCN2CCN(C(=S)NC3CCCCC3)CC2)C1
  -5	0	1	-3.9	10	2	13	-3	-1
CSc1ccccc1NC(=S)Nc1ccc(S(N)(=O)=O)cc1
  3	2	-9	0.6	-10	0	19	-2	2
CC(C)C(=O)NNS(=O)(=O)c1ccccc1
  -3	0	-2	-0.8	-11	0	1	-1	3
Cc1cccc(Cl)c1NC(=O)N1CCCN(c2nc3ccc(Cl)cc3s2)CC1
  0	2	9	2.0	-2	11	29	-2	-4
Cc1ccc(C(=O)N/C(=C\C=C\c2ccccc2)C(=O)NCc2ccco2)cc1
  4	0	-1	2.6	-4	-4	2	12	10
CN(CC(=O)Nc1cccc(F)c1)C(=O)c1ccccc1Sc1ccccc1C#N
  1	0	-1	0.7	-5	.	3	.	4
CN(C)CCNC(=O)c1[nH]nc2c1CCc1ccccc1-2
  -1	0	10	-1.3	1	7	37	-6	3

Compound activity (PubChem BioAssay)
